Compound activity (PubChem)
NFkB binder: binders of NF-kB p50 subunit, primary screen, biochemical, small molecule microarray, anti-His fluorescence | Nuclear factor NF-kappa-B p105 subunit (Homo sapiens), P19838 | anti-His fluorescence binding | calls only | actives 1.3% (n = 17,000) | AID 624139, 2012;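 active = spot fluorescence over background significantly raised, with a chance value under 7% in all four replicate spots of the compound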;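 note: probe protein is his-tagged human p50 processed subunit at 1 µg/ml; raw spot fluorescence signals with no normalization applied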
Target sequence (P19838 1-433 limits assumed): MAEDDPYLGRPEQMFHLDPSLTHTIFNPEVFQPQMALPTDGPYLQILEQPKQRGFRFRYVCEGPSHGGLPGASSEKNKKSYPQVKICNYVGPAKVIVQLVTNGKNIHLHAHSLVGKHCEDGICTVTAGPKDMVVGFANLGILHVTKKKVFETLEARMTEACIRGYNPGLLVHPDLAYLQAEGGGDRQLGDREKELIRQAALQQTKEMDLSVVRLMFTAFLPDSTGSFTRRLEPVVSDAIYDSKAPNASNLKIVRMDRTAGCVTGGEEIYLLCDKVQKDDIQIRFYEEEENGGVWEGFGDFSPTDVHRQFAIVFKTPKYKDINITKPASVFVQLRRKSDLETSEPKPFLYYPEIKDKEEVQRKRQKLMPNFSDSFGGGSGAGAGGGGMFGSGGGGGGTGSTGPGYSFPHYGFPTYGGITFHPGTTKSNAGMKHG
Calls only.

The opening 3 compounds as a preview:
For C[C@@H]1CN([C@H](C)CO)C(=O)c2cccc(NC(=O)C3CCOCC3)c2O[C@@H]1CN(C)S(=O)(=O)c1cn(C)cn1 the results were NFkB binder inactive.
Screening CCOC(=O)c1ccc(NC(=O)Cn2c(=O)oc3ccccc32)cc1 returned NFkB binder inactive.
Screening COC(=O)C1=CC(O[C@@H]2O[C@H](CO)[C@@H](O)[C@H](O)[C@H]2O)=C[C@H]2[C@]3(C)C[C@@H](c4ccoc4)OC(=O)[C@H]3CC[C@@]12C returned NFkB binder inactive.

Main list, repeating the preview:
For C[C@@H]1CN([C@H](C)CO)C(=O)c2cccc(NC(=O)C3CCOCC3)c2O[C@@H]1CN(C)S(=O)(=O)c1cn(C)cn1 the results were NFkB binder inactive.
Screening CCOC(=O)c1ccc(NC(=O)Cn2c(=O)oc3ccccc32)cc1 returned NFkB binder inactive.
Screening COC(=O)C1=CC(O[C@@H]2O[C@H](CO)[C@@H](O)[C@H](O)[C@H]2O)=C[C@H]2[C@]3(C)C[C@@H](c4ccoc4)OC(=O)[C@H]3CC[C@@]12C returned NFkB binder inactive.
CCc1nc(SCC(=O)Nc2cccc(C(F)(F)F)c2)c(C#N)cc1C was read as NFkB binder inactive.
For C[C@H]1CN([C@@H](C)CO)C(=O)c2cccc(NC(=O)c3cnccn3)c2O[C@@H]1CN(C)C(=O)Nc1ccccc1 the results were NFkB binder inactive.
For O=C(C1=C[C@@H](c2ccc3c(c2)OCO3)C[C@@H](OCCCCO)O1)N1CCOCC1 the results were NFkB binder inactive.
Screening CCO[C@@H]1OC(C(=O)Nc2ccccc2)=C[C@H](C2CC2)[C@H]1CCCO returned NFkB binder inactive.
For COc1ccc(-c2nnc(SCC(=O)c3ccc(C)o3)o2)cc1 the results were NFkB binder inactive.
For C[C@H](CO)N1C[C@H](C)[C@@H](CN(C)C(=O)Nc2ccc3c(c2)OCO3)Oc2ccc(NC(=O)NC3CCCCC3)cc2CC1=O the results were NFkB binder inactive.
Screening C[C@H]1CN([C@@H](C)CO)C(=O)CCCn2cc(nn2)CO[C@@H]1CN(C)S(=O)(=O)c1ccccc1 returned NFkB binder inactive.
Screening CN(CC(=O)Nc1ncn[nH]1)S(=O)(=O)c1ccc(Br)cc1 returned NFkB binder inactive.
Screening COC(=O)c1c(CC[C@@H](CO)NC(=O)N[C@@H](Cc2ccccc2)Cn2cc(C3(O)CCCC3)nn2)oc(C(=O)N2CCOCC2)c1C(=O)OC returned NFkB binder inactive.
Screening C[C@@H]1CCCCO[C@H](CN(C)S(=O)(=O)c2cccs2)[C@H](C)CN([C@H](C)CO)C(=O)c2cc(NC(=O)Cc3ccccc3)ccc2O1 returned NFkB binder inactive.
C[C@@H]1CCCCO[C@@H](CN(C)C(=O)CCCN(C)C)[C@H](C)CN([C@@H](C)CO)C(=O)c2cc(NC(=O)Cc3ccccc3)ccc2O1 was read as NFkB binder inactive.
`C[C@@H]1CN([C@H](C)CO)C(=O)Cc2cc(NC(=O)Nc3ccc(C(F)(F)F)cc3)ccc2O[C@H]1CN(C)Cc1ccc(C(F)(F)F)cc1` gave NFkB binder inactive.
`CN(CC[C@@H](Oc1ccc(-c2ccccc2)cc1)c1ccc(F)cc1)CC(=O)O` gave NFkB binder inactive.
COC(=O)c1ccccc1NC(=O)Cn1c(=O)n(C)c(=O)c2ccccc21 was read as NFkB binder inactive.
`CC(=O)OCC(=O)[C@H]1CC[C@H]2[C@@H]3CCC4=CC(=O)CC[C@]4(C)[C@H]3CC[C@]12C` gave NFkB binder inactive.
For C[C@H]1CCCCO[C@@H](CN(C)C(=O)c2ccccc2)[C@@H](C)CN([C@@H](C)CO)C(=O)c2cc(NC(=O)Nc3ccc(F)cc3)ccc2O1 the results were NFkB binder inactive.
`C[C@@H]1CCCCO[C@H](CN(C)C(=O)Cc2ccccc2)[C@H](C)CN([C@H](C)CO)C(=O)c2cc(NC(=O)Nc3ccc(F)cc3)ccc2O1` gave NFkB binder inactive.
Screening C[C@H](CO)N1C[C@H](C)[C@H](CN(C)C(=O)Nc2ccccc2)Oc2ncc(C#Cc3ccccc3)cc2C1=O returned NFkB binder inactive.
Screening Cc1ccc(C)c(NC(=O)CSc2nc(-c3ccccc3)cc(C(F)(F)F)n2)c1 returned NFkB binder inactive.
`CCOc1ccccc1N1C(=O)CN=C1Nc1nc(C)cc(C)n1` gave NFkB binder inactive.
For Cc1noc(C)c1NC(=O)Nc1ccc2c(c1)C(=O)N([C@@H](C)CO)C[C@@H](C)[C@@H](CN(C)C(=O)CCCN(C)C)OCCCC[C@H](C)O2 the results were NFkB binder inactive.
C[C@H]1CN([C@@H](C)CO)C(=O)c2cccc(NC(=O)C3CCOCC3)c2O[C@@H]1CN(C)C(=O)Nc1ccc(F)cc1 was read as NFkB binder inactive.
CCCOc1ccc(Br)cc1-c1cc(-c2ccc(Cl)cc2)[nH]c1-c1ccncc1 was read as NFkB binder inactive.
`COc1ccc(Cl)cc1NC(=S)NCCn1cc(Cl)cn1` gave NFkB binder inactive.
Screening CC(C)NC(=O)Nc1ccc2c(c1)C(=O)N([C@H](C)CO)C[C@@H](C)[C@H](CN(C)Cc1ccc(C(=O)O)cc1)OCCCC[C@H](C)O2 returned NFkB binder inactive.
`C[C@@H]1CN([C@@H](C)CO)C(=O)Cc2cc(NS(C)(=O)=O)ccc2O[C@@H]1CN(C)C(=O)Nc1ccccc1` gave NFkB binder inactive.
For COc1cc(O)c2c(c1)O[C@H](c1ccc(O)c(O)c1)[C@@H](O)C2=O the results were NFkB binder inactive.
Cn1c2ccccc2c2nnc(SCCN3CCCCC3)nc21 was read as NFkB binder inactive.
C[C@H](CO)N1C[C@H](C)[C@H](CN(C)C(=O)c2ccccc2)OCc2cn(nn2)CCCC1=O was read as NFkB binder inactive.
Screening C[C@H]1CCCCO[C@@H](CN(C)Cc2ccc(C(=O)O)cc2)[C@@H](C)CN([C@@H](C)CO)C(=O)c2cc(NS(=O)(=O)c3ccccc3)ccc2O1 returned NFkB binder inactive.
For CC(=O)N1Cc2ccccc2C[C@@]2(N=C(c3ccc(OCCCO)cc3)O[C@H]2c2ccccc2)C1=O the results were NFkB binder inactive.
Screening COc1ccc(S(=O)(=O)N(C)C[C@@H]2Oc3ccc(NC(=O)CCCN(C)C)cc3C(=O)N([C@H](C)CO)C[C@@H]2C)cc1 returned NFkB binder inactive.
`COc1ccc(NC(=O)N(C)C[C@H]2OCCCC[C@H](C)Oc3ccc(NC(=O)Nc4ccc(F)cc4)cc3C(=O)N([C@@H](C)CO)C[C@@H]2C)cc1` gave NFkB binder inactive.
For C[C@@H]1CN([C@@H](C)CO)C(=O)c2cc(NS(=O)(=O)c3ccc(Cl)cc3)ccc2O[C@@H](C)CCCCO[C@H]1CN(C)C the results were NFkB binder inactive.
Cc1ccc(S(=O)(=O)N(C)CC(=O)Nc2cc([N+](=O)[O-])ccc2C)cc1 was read as NFkB binder inactive.
`Cc1c(NC(=O)COc2ccc([N+](=O)[O-])cc2)cccc1-c1nc2ccccc2[nH]1` gave NFkB binder inactive.
Screening C[C@@H]1CN([C@H](C)CO)C(=O)CCCn2cc(nn2)CO[C@H]1CN(C)Cc1ccncc1 returned NFkB binder inactive.
`C[C@@H]1CCCCO[C@@H](CN(C)S(=O)(=O)c2ccccc2)[C@H](C)CN([C@@H](C)CO)C(=O)c2cc(NS(C)(=O)=O)ccc2O1` gave NFkB binder inactive.
O=C(NCCN1CCCCC1)c1ccc(I)cc1 was read as NFkB binder inactive.
C[C@H](CO)N1C[C@H](C)[C@H](CN(C)Cc2ccc(C(=O)O)cc2)Oc2ccc(NC(=O)Nc3ccccc3)cc2CC1=O was read as NFkB binder inactive.
COc1nc(OCCNS(=O)(=O)c2ccc(C)cc2)nc(N(C)C)n1 was read as NFkB binder inactive.
Screening C[C@H]1CN([C@@H](C)CO)C(=O)c2cccc(NS(=O)(=O)c3cn(C)cn3)c2O[C@@H]1CN(C)CC1CC1 returned NFkB binder inactive.
Screening COc1ccc(-c2nnc(SCC(=O)O)n2C)cc1OC returned NFkB binder inactive.
For CC(C)NC(=O)Nc1ccc2c(c1)C(=O)N([C@H](C)CO)C[C@H](C)[C@H](CN(C)C(=O)Cc1ccccc1)OCCCC[C@H](C)O2 the results were NFkB binder inactive.
`COc1ccc(S(=O)(=O)NCCO)cc1-c1nnc2c3ccccc3c(C)nn12` gave NFkB binder inactive.
For COC(=O)C1=C[C@H](O[C@@H]2O[C@H](CO)[C@@H](O)[C@H](O)[C@H]2O)C[C@H]2[C@]3(C)C[C@@H](c4ccoc4)OC(=O)[C@H]3CC[C@@]12C the results were NFkB binder inactive.
O=C(COc1ccc2ccccc2c1)Nc1ccccc1C(=O)Nc1ccccc1 was read as NFkB binder inactive.
`C[C@H](CO)N1C[C@H](C)[C@H](CN(C)C(=O)NC2CCCCC2)Oc2ccc(NC(=O)NC3CCCCC3)cc2CC1=O` gave NFkB binder inactive.
Screening CCC(C(=O)Nc1ccccc1C(=O)N1CCCC1)N1C(=O)c2ccccc2C1=O (configuration not stated) returned NFkB binder inactive.
COc1ccc(CN(C)C[C@H]2Oc3c(NC(=O)c4ccncc4)cccc3C(=O)N([C@H](C)CO)C[C@@H]2C)cc1 was read as NFkB binder inactive.
`CC(C)NC(=O)Nc1ccc2c(c1)C(=O)N([C@@H](C)CO)C[C@@H](C)[C@@H](CN(C)C)O2` gave NFkB binder inactive.
C#Cc1ccc([C@H]2C=C(C(=O)N3CCOCC3)O[C@@H](OCc3ccc(CO)cc3)C2)cc1 was read as NFkB binder inactive.
`O=C(Nc1sc2c(c1C(=O)NCc1ccco1)CCC2)c1sc2ccccc2c1Cl` gave NFkB binder inactive.
Screening C[C@@H]1CN([C@@H](C)CO)C(=O)c2cccc(NC(=O)Nc3ccc(F)cc3)c2O[C@H]1CN(C)C(=O)NC1CCCCC1 returned NFkB binder inactive.
O=C(NCC1CCCO1)c1ccc(NC(=O)c2cc(-n3cnnc3)ccc2Cl)cc1 (configuration not stated) was read as NFkB binder inactive.
Screening CCC1(C)Cc2c(sc3nnn(CC(=O)N(c4ccccc4)c4ccccc4)c(=O)c23)CO1 (configuration not stated) returned NFkB binder inactive.
`C[C@@H]1O[C@@H](O[C@H]2[C@H](O[C@H]3[C@H](O)[C@@H](C(=O)O)O[C@@H](O[C@H]4CC[C@@]5(C)C(CC[C@]6(C)C5CC[C@]57OC[C@@]8(CCC(C)(C)CC85)[C@H](O)C[C@]76C)C4(C)C)[C@@H]3O[C@@H]3O[C@H](CO)[C@@H](O[C@@H]4OC[C@@H](O)[C@H](O)[C@H]4O)[C@H](O)[C@H]3O)O[C@H](CO)[C@H](O)[C@@H]2O)[C@H](O)[C@H](O)[C@H]1O` (some centres not stated) gave NFkB binder active.
For CC(C)(C)NC(=O)C(OC(=O)c1ccccc1)c1ccco1 (configuration not stated) the results were NFkB binder inactive.
For COc1ccc(-c2nc(Nc3nc(C)cc(C)n3)n[nH]2)cc1OC the results were NFkB binder inactive.
`Cc1ccc2oc3c(c(=O)c2c1)C(c1ccc(OCC(N)=O)cc1)N(c1nc(C)c(C)s1)C3=O` (configuration not stated) gave NFkB binder inactive.
For C[C@H]1CN([C@@H](C)CO)C(=O)Cc2cc(NC(=O)c3ccncc3)ccc2O[C@@H]1CN(C)C(=O)Nc1ccccc1 the results were NFkB binder inactive.
`Fc1ccccc1-c1nnc(SCc2ccc(Br)cc2)n1Cc1ccco1` gave NFkB binder inactive.
For C[C@@H]1CN([C@H](C)CO)C(=O)c2cc(NC(=O)C3CCCCC3)ccc2O[C@H]1CN(C)C(=O)Nc1ccc(F)cc1 the results were NFkB binder inactive.
COc1ccc(S(=O)(=O)Nc2ccc3c(c2)C(=O)N([C@H](C)CO)C[C@@H](C)[C@H](CN(C)C(=O)c2ccccc2)OCCCC[C@@H](C)O3)cc1 was read as NFkB binder inactive.
For CCN(CC(=O)Nc1ccccc1)S(=O)(=O)c1ccc(OC)cc1 the results were NFkB binder inactive.
For C[C@H](CO)N1C[C@H](C)[C@H](CN(C)C(=O)NC2CCCCC2)OCCCC[C@H](C)Oc2ccc(NS(C)(=O)=O)cc2C1=O the results were NFkB binder inactive.
C[C@H](CO)N1C[C@H](C)[C@H](CN(C)C(=O)NC2CCCCC2)Oc2ccc(NC(=O)CCC(F)(F)F)cc2C1=O was read as NFkB binder inactive.
`CC(=O)c1c(O)cc(O[C@@H]2O[C@H](CO)[C@@H](O)[C@H](O)[C@H]2O)cc1O` gave NFkB binder inactive.
Screening C[C@@H]1CN([C@H](C)CO)C(=O)c2cc(NC(=O)Nc3ccc(F)cc3)ccc2O[C@H]1CN(C)S(=O)(=O)c1cn(C)cn1 returned NFkB binder inactive.
Screening O=C(Nc1c(C(=O)NCc2ccco2)cnn1-c1ccccc1)c1cccc(F)c1 returned NFkB binder inactive.
`C[C@@H]1CN([C@H](C)CO)C(=O)Cc2cc(NS(=O)(=O)c3ccccc3)ccc2O[C@@H]1CN(C)Cc1ccc2c(c1)OCO2` gave NFkB binder inactive.
Screening C[C@@H]1CCCCO[C@H](CN(C)C(=O)c2ccncc2)[C@H](C)CN([C@H](C)CO)C(=O)c2cc(NC(=O)CCC(F)(F)F)ccc2O1 returned NFkB binder inactive.
For CCO[C@H]1OC(C(=O)O)=C[C@@H](c2csc3ccccc23)[C@@H]1CCCO the results were NFkB binder inactive.

An excerpt from above in order of molar mass, largest number first.
COc1ccc(S(=O)(=O)Nc2ccc3c(c2)C(=O)N([C@H](C)CO)C[C@@H](C)[C@H](CN(C)C(=O)c2ccccc2)OCCCC[C@@H](C)O3)cc1 was read as NFkB binder inactive.
Screening C[C@@H]1CCCCO[C@H](CN(C)C(=O)c2ccncc2)[C@H](C)CN([C@H](C)CO)C(=O)c2cc(NC(=O)CCC(F)(F)F)ccc2O1 returned NFkB binder inactive.
For C[C@H]1CN([C@@H](C)CO)C(=O)Cc2cc(NC(=O)c3ccncc3)ccc2O[C@@H]1CN(C)C(=O)Nc1ccccc1 the results were NFkB binder inactive.
`Cc1ccc2oc3c(c(=O)c2c1)C(c1ccc(OCC(N)=O)cc1)N(c1nc(C)c(C)s1)C3=O` (configuration not stated) gave NFkB binder inactive.
`CC(=O)c1c(O)cc(O[C@@H]2O[C@H](CO)[C@@H](O)[C@H](O)[C@H]2O)cc1O` gave NFkB binder inactive.
For COc1ccc(-c2nc(Nc3nc(C)cc(C)n3)n[nH]2)cc1OC the results were NFkB binder inactive.

Only part of the results is shown, so the mix of outcomes need not match the whole.
